PGE2 EP2 inh: inhibitors of human EP2 prostaglandin E2 receptor; P43116; C6 glioma cells expressing human EP2, cAMP TR-FRET; cells stimulated with saturating PGE2; inhibition, % at 25 µM; 260,000 tested, 0.52% active;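 active = percent inhibition above 40 after rounding to a whole number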;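 note: rat C6 glioma host cells with rolipram phosphodiesterase inhibitor present; the protocol text gives 20 µM as final concentration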
Target sequence (P43116 whole entry, looked up): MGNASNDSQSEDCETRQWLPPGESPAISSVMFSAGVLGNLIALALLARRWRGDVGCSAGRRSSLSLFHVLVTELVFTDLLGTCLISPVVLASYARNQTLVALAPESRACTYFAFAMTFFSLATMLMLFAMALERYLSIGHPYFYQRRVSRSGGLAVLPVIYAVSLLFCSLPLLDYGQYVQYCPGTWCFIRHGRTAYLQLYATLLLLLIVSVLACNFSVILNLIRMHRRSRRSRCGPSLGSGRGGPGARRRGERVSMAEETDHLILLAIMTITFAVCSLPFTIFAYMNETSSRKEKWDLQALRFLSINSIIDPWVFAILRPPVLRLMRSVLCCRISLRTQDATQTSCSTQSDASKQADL
TNF death inh: TNF-alpha cell death inhibition in Jurkat FADD-/- cells; Jurkat FADD-/- TNF necroptosis rescue, ATP luminescence, 24 h; 0 = TNF only, 100 = no-TNF cells; activation (protection from cell death), % at 10 µM; 220,000 tested, 0.068% active; AID 463075;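 active = activation, meaning protection from cell death, of at least 50% relative to plate controls; inactive = activation below 50%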;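 note: necroptosis triggered by 40 ng/mL TNF-alpha added together with compound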
Hck-Nef inh: inhibitors of human Hck kinase activated by Nef; Recombinant Hck-YEEI plus Nef, Z-Lyte FRET kinase assay; 220,000 tested, 0.68% active; P08631; inhibition, % at 20 µM;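 active = Hck-Nef kinase inhibition above about 50%, limit read from the data; inactive = inhibition below that limit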;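 note: 0% = DMSO with Hck plus Nef and 100% = Hck alone without Nef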
Target sequence (P08631 whole entry, looked up): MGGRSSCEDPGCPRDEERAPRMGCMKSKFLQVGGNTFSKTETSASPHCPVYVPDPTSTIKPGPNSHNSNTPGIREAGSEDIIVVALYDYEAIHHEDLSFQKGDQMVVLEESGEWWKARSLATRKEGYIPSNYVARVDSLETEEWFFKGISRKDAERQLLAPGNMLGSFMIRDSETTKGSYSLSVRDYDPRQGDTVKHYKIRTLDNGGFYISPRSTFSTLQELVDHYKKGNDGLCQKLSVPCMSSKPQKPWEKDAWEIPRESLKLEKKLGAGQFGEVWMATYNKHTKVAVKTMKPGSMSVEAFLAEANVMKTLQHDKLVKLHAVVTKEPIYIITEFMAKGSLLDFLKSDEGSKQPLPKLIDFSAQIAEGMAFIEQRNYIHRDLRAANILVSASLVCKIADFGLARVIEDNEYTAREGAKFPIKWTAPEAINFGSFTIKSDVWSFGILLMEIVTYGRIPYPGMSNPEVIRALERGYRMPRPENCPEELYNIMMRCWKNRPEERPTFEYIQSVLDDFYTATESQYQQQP
Runt-CBFb FRET: inhibitors of human RUNX1 Runt domain binding to CBFb; Q01196+Q13951; Cerulean-Runt/Venus-CBFb FRET ratio 530/480, 1 h; inhibition, % at 20 µM; 220,000 tested, 0.46% active; AID 1496;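 active = inhibition over about 50% at 20 µM in the single-dose screen, limit read from the data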;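 note: 0% = DMSO wells and 100% = excess unlabeled CBFb competitor control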
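Schedule: protein complex preformed 1 h, compound exposure 1 h, room temperature, dark; test system: Cerulean-labeled Runt domain protein; amount: 100 nM per protein; buffer or medium: Tris 50 mM pH 7.5, KCl, K2SO4, 0.01% BSA; read-out: loss of energy transfer signal; detection: FRET fluorescence; controls: 5 µM unlabeled CBFb as full-inhibition high control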
EP2 modulator: modulators of human EP2 prostaglandin E2 receptor; P43116; induction, % at 25 µM; 260,000 tested, 0.83% active; EP2-expressing cells, cAMP HTRF FRET, PGE2 co-stimulation;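 active = compounds whose cAMP rise, as percent of the full-agonist control response, exceeds 60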;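 note: rat C6 glioma line stably carrying human EP2 under a CMV promoter; the protocol text gives 20 µM as final concentration; 100% = response of wells given 1 µM PGE2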
Runt-SMMHC FRET: Runt domain-CBFb-SMMHC interaction inhibition; Q01196+Q13951; AID 1434; inhibition, % at 20 µM; Cerulean-Runt/Venus-CBFb-SMMHC FRET ratio 530/480, 1 h; 220,000 tested, 0.74% active;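 active = mean inhibition across duplicate retests at 20 µM reaching about 50%, limit read from the data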;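 note: 0% = DMSO wells and 100% = wells with excess untagged CBFb-SMMHC; inhibitors lower the FRET ratio by blocking Runt binding to CBFb-SMMHC; some results filed as inactive read as strong as hits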
PERK inh: blocks human PERK kinase; Q9NZJ5; 220,000 tested, 0.17% active; inhibition, % at 5.6 µM; CHO PERK-DD fusion, SEAP luminescence translation reporter; AID 1416;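 active = inhibition above the mean inhibition of all tested compounds plus 3 SD, set separately per screening campaign, cut at about 2.9% in these data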;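 note: PERK kinase domain activated by AP20187 dimerizer at 100 nM; 0% = DMSO with dimerizer and 100% = rapamycin at 8.4 µM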
L929 necroptosis: L929 zVAD cell death inhibition | viability rescue, % at 10 µM | 220,000 tested, 0.38% active | AID 1377 | L929 zVAD necroptosis rescue, ATP luminescence, 24 h; with zVAD 60 µM;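 active = activation, scaled between plate controls, above about 75%, limit read from the data; inactive = activation under that limit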;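 note: 0% = zVAD with DMSO and 100% = DMSO alone without zVAD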
RBBP9 inhibitor: human RBBP9 hydrolase inhibition | inhibition, % at 7.94 µM | AID 1515 | recombinant RBBP9, FP-Rh probe fluorescence polarization | O75884 | 220,000 tested, 0.2% active;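 active = inhibition above the campaign mean of all tested compounds plus 3 SD, cut at about 14% in these data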;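 note: plate controls were DMSO wells with RBBP9 for no effect and wells lacking RBBP9 protein for full effect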
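System: RBBP9 protein | Quantity: 2.5 µM RBBP9 dispensing solution, before mixing | Reagent: FP-Rh probe, 375 nM dispensing solution | Timing: Enzyme-compound preincubation 30 min, then probe labeling 45 min, 25 °C | Measured by: Fluorescence polarization | Read-out: % inhibition | Replication: One well per compound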
* hit, by the source's call; nt = no result given.

Assay codes: A = PGE2 EP2 inh; B = TNF death inh; C = Hck-Nef inh; D = Runt-CBFb FRET; E = EP2 modulator; F = Runt-SMMHC FRET; G = PERK inh; H = L929 necroptosis; I = RBBP9 inhibitor
[1] COc1ccc(/C=C(/NC(=O)c2cccs2)C(=O)NCc2ccco2)cc1OC
  A = 2; B = 0.2; C = 17; D = 2; E = 18; F = -1; G = -1.1; H = 4.9; I = -1

[2] COc1ccc(NC(=O)c2cc3nc(-c4ccccc4)cc(C)n3n2)cc1OC
  A = 8; B = -2.1; C = 20; D = -4; E = -53; F = 0; G = -0.1; H = 1.4; I = 1

[3] CCOC(=O)c1c(C(C)(C)C)oc2ccc(O)cc12
  A = 4; B = 0.2; C = 0; D = nt; E = 50; F = -6; G = 0.6; H = 1.0; I = -5

[4] CCSc1ncc(Cl)c(C(=O)Nc2sc3c(c2C(=O)NCc2cccnc2)CCCC3)n1
  A = -1; B = -1.9; C = 25; D = -19; E = 8; F = -26; G = 0.5; H = 0.3; I = -9

[5] COc1ccc(C(=O)NCc2ccc(N3CCN(C(=O)OC(C)(C)C)CC3)cc2)cc1
  A = 4; B = -4.8; C = 1; D = -2; E = 9; F = -1; G = -0.6; H = 0.2; I = -1

[6] O=S(=O)(Nc1ccccc1)c1ccc(Oc2ncc(C(F)(F)F)cc2Cl)cc1
  A = 7; B = -4.5; C = 1; D = -3; E = 57; F = 6; G = 0.8; H = 0.7; I = 3

[7] CCNC(=O)n1nccc1C(C)Oc1cccc(C(F)(F)F)c1 (stereo unspecified)
  A = 6; B = -2.1; C = -3; D = 0; E = 13; F = -2; G = -0.6; H = -0.2; I = -5

[8] Cc1ccnc(Sc2ncccc2[N+](=O)[O-])n1
  A = 10; B = 0.6; C = -2; D = -1; E = 21; F = 0; G = 0.3; H = 1.4; I = -2

[9] O=C(CSCCS(=O)(=O)c1ccc(Cl)cc1)Nc1ccccc1
  A = 4; B = 2.4; C = 7; D = -2; E = -31; F = 1; G = 1.1; H = 0.8; I = 0

[10] O=C(N/N=C/c1ccc2c(c1)OCO2)c1cccs1
  A = 10; B = 0.2; C = 5; D = 0; E = -21; F = -2; G = 0.1; H = 1.1; I = 1

[11] CC(/C=C/c1ccc(C)o1)=C\C(=O)O
  A = 5; B = -1.2; C = 1; D = nt; E = 47; F = 4; G = 1.0; H = 0.0; I = 0

[12] CC(=O)c1c(N2CCN(CCO)CC2)nc(=S)n(-c2ccccc2)c1C
  A = 11; B = -0.9; C = 12; D = 65*; E = 17; F = 92*; G = -0.7; H = 1.6; I = -3

[13] COc1ccccc1NC(=O)c1ccc(C)s1
  A = 11; B = -1.7; C = 0; D = -1; E = 2; F = -48; G = -0.1; H = 0.0; I = -9

[14] S=C(NCC1CCCO1)Nc1ccc(Nc2ccccc2)cc1 (stereo unspecified)
  A = 4; B = 0.0; C = 19; D = 3; E = -77; F = -3; G = 0.3; H = 1.3; I = 2

[15] CCn1c(C)c(C(C)=O)c(N2CCN(C(=O)c3ccco3)CC2)nc1=S
  A = -1; B = -1.5; C = 0; D = 0; E = -16; F = -2; G = 1.3; H = 0.0; I = -8

[16] O=S(=O)(c1cccc(F)c1)N1CCN(C(=S)NCc2ccccc2)CC1
  A = 6; B = 3.0; C = 23; D = -1; E = -41; F = 0; G = -0.3; H = 11; I = -9

[17] Cc1cc(C)c2c3c(oc2n1)C(=O)N(c1cccc(Cl)c1)CC(=O)N3
  A = 10; B = 3.2; C = 16; D = 2; E = -16; F = -4; G = -0.4; H = 1.3; I = -1

[18] Nc1ccc(S(=O)(=O)Nc2nccc(/C=C/c3ccc(Br)s3)n2)cc1
  A = 11; B = 0.5; C = 19; D = -2; E = -16; F = -10; G = 1.2; H = 32; I = -9

[19] CCCN1C(=O)c2ccccc2NC1c1ccc(C)cc1 (stereo unspecified)
  A = 5; B = -0.1; C = -14; D = 2; E = -9; F = -1; G = 0.1; H = 1.2; I = 1

[20] S=C(NCCN1CCOCC1)N/N=C/c1c2ccccc2cc2ccccc12
  A = 17; B = -2.4; C = -2; D = 3; E = 18; F = -5; G = -1.8; H = -0.5; I = -5

[21] CSc1nnc2c3ccccc3c3ccccc3c2n1
  A = nt; B = -1.4; C = 3; D = 0; E = 76*; F = -8; G = -0.4; H = 0.2; I = 0

[22] COc1ccc(N2C(N)=NC(N)=NC23CCCC3)cc1
  A = 6; B = 0.6; C = 2; D = -2; E = -3; F = 4; G = 0.5; H = 0.1; I = -6

[23] Cc1ccccc1NC(=O)NCCCN1CCN(c2ccccc2)CC1
  A = 10; B = -0.9; C = 1; D = -1; E = 8; F = 1; G = -1.2; H = -1.0; I = 2

[24] Cc1ccc(NC(=O)C(c2ccc(Cl)cc2Cl)N2CCCC2)cc1 (stereo unspecified)
  A = 5; B = 2.9; C = 2; D = 0; E = 10; F = 2; G = -0.3; H = -0.2; I = -9

[25] COc1cccc(Nc2ncnc3nc[nH]c23)c1
  A = 9; B = -7.8; C = 47; D = 1; E = -16; F = 4; G = 0.4; H = 2.0; I = -2

Sorted by molecular weight (highest first): part of the list above.
Assay codes: A = PGE2 EP2 inh; B = TNF death inh; C = Hck-Nef inh; D = Runt-CBFb FRET; E = EP2 modulator; F = Runt-SMMHC FRET; G = PERK inh; H = L929 necroptosis; I = RBBP9 inhibitor
[4] CCSc1ncc(Cl)c(C(=O)Nc2sc3c(c2C(=O)NCc2cccnc2)CCCC3)n1
  A = -1; B = -1.9; C = 25; D = -19; E = 8; F = -26; G = 0.5; H = 0.3; I = -9

[6] O=S(=O)(Nc1ccccc1)c1ccc(Oc2ncc(C(F)(F)F)cc2Cl)cc1
  A = 7; B = -4.5; C = 1; D = -3; E = 57; F = 6; G = 0.8; H = 0.7; I = 3

[5] COc1ccc(C(=O)NCc2ccc(N3CCN(C(=O)OC(C)(C)C)CC3)cc2)cc1
  A = 4; B = -4.8; C = 1; D = -2; E = 9; F = -1; G = -0.6; H = 0.2; I = -1

[1] COc1ccc(/C=C(/NC(=O)c2cccs2)C(=O)NCc2ccco2)cc1OC
  A = 2; B = 0.2; C = 17; D = 2; E = 18; F = -1; G = -1.1; H = 4.9; I = -1

[12] CC(=O)c1c(N2CCN(CCO)CC2)nc(=S)n(-c2ccccc2)c1C
  A = 11; B = -0.9; C = 12; D = 65*; E = 17; F = 92*; G = -0.7; H = 1.6; I = -3

[9] O=C(CSCCS(=O)(=O)c1ccc(Cl)cc1)Nc1ccccc1
  A = 4; B = 2.4; C = 7; D = -2; E = -31; F = 1; G = 1.1; H = 0.8; I = 0

[14] S=C(NCC1CCCO1)Nc1ccc(Nc2ccccc2)cc1 (stereo unspecified)
  A = 4; B = 0.0; C = 19; D = 3; E = -77; F = -3; G = 0.3; H = 1.3; I = 2

[21] CSc1nnc2c3ccccc3c3ccccc3c2n1
  A = nt; B = -1.4; C = 3; D = 0; E = 76*; F = -8; G = -0.4; H = 0.2; I = 0

[25] COc1cccc(Nc2ncnc3nc[nH]c23)c1
  A = 9; B = -7.8; C = 47; D = 1; E = -16; F = 4; G = 0.4; H = 2.0; I = -2

Shown as labelled records: part of the list above
17	Cc1cc(C)c2c3c(oc2n1)C(=O)N(c1cccc(Cl)c1)CC(=O)N3
  PGE2 EP2 inh: 10
  TNF death inh: 3.2
  Hck-Nef inh: 16
  Runt-CBFb FRET: 2
  EP2 modulator: -16
  Runt-SMMHC FRET: -4
  PERK inh: -0.4
  L929 necroptosis: 1.3
  RBBP9 inhibitor: -1
18	Nc1ccc(S(=O)(=O)Nc2nccc(/C=C/c3ccc(Br)s3)n2)cc1
  PGE2 EP2 inh: 11
  TNF death inh: 0.5
  Hck-Nef inh: 19
  Runt-CBFb FRET: -2
  EP2 modulator: -16
  Runt-SMMHC FRET: -10
  PERK inh: 1.2
  L929 necroptosis: 32
  RBBP9 inhibitor: -9

Bioassay records deposited in PubChem by several laboratories.

Not all compounds are listed, so the mix of outcomes need not match the whole.
